Myeloid diff MLP – promotes myeloid progenitor differentiation; ER-HoxA9 myeloid progenitors, lysozyme-GFP differentiation, flow cytometry; calls only at 10 µM; 360,000 compounds, 1% hits; AID 624256;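 active means normalized GFP-positive differentiation at or above the plate's own cutoff, the solvent-only control mean plus 3 SD; inconclusive means no clear call, values can overlap the other calls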;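 further: cells exposed to compound for four days before flow analysis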
T cell HTS – T cell immune modulation candidate. 2C CD8+ T cell-vesicle binding, flow cytometry; hits give low values. calls only at 7 µM. 330,000 compounds, 0.068% hits;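 active means response, share of CD8 T cells binding vesicles, and their 90th percentile fluorescence all below set limits, cut at about 80% in these data, passing the limit was not always enough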
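Read-out – percent CD8+ FL2 mean versus row control · System – murine 2C transgenic CD8+ T lymphocytes · Times – 1.5 h cell–vesicle binding at 37 °C, then 20 min icy labelling · Control set – naked vesicles low, QL9 vesicles with vehicle high · Detection – cytometric PE anti-B7-1 and Alexa647 anti-CD8 signals after 1% paraformaldehyde fixation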
WT yeast gro inh – growth inhibition of WT yeast, mitochondrial fusion screen; mitochondrial fusion phenotypic screen, WT strain; inhibition, % at 10 µM; 190,000 compounds, 2.1% hits; AID 1362; in the data active means inhibition above about 58%; tested in S. cerevisiae
MgcRacGAP inhibition – MgcRacGAP GTPase-activating activity inhibitors, confirmation, biochemical, ADP Hunter fluorescence; AID 624330; 340,000 compounds, 0.6% hits; MgcRacGAP-stimulated Rac1 GTP hydrolysis, ADP Hunter fluorescence; higher % means a stronger effect; GST-tagged Rac1 F28L mutant substrate; inhibition, % at 30 µM; hits with a dose series show IC50 in µM;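 active means first-screen hits whose inhibition reached a set limit at any dose in the follow-up dose series; inconclusive means inhibition above the set first-screen limit but never retested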;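 further: fluorescence reports GDP produced by GAP-driven GTP hydrolysis; strong numbers were not always called active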
West Nile virus CPE – inhibition of WNV-induced cytopathic effect – cell-based, CPE readout (AID 1621). one-dose CPE inhibition, % at 10 µM; IC50 in µM for titrated hits. 290,000 compounds, 0.02% hits. West Nile virus-infected cells, CPE inhibition; higher % means a stronger effect; in the data active means a potency from the dose series; inconclusive means CPE inhibition mostly from about 3.7% at the one dose, without a potency; inactive means the rest, 99 in 100 with CPE inhibition below about 2.2%; further: strong numbers were not always called active
b-catenin transl – alters nuclear translocation of beta-catenin in HeLa cells | immunofluorescence imaging | nuclear translocation activity, % at 5 µM | 190,000 compounds, 0.3% hits | AID 1665;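 active means nuclear translocation activity above 50% at 5 µM, with a well cell count of 50 or more; inconclusive means wells under 50 cells across six images, flagged as toxic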;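 further: per-cell ratio of nuclear to cytoplasmic median beta-catenin stain intensity; plate controls were DMSO negative control for no effect and GSK-3 inhibitor IX positive control for full effect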
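System: HeLa cells, endogenous beta-catenin; compound dosing: 5 µM primary single dose, 0.1% DMSO, 0.02–20 µM confirmation series; incubation: 24 h compound exposure at 37°C, 5% CO2; signal: beta-catenin immunofluorescence imaging with DAPI; evaluation: % activation, nuclear-to-cytoplasmic median beta-catenin signal ratio per cell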
RSV antiviral HEp-2 – RSV antiviral activity via CPE protection, HEp-2 cells, primary 10 µM value included (AID 2391); one-dose CPE inhibition, % at 10 µM; IC50 in µM for titrated hits; 310,000 compounds, 0.13% hits; HEp-2 cells, RSV-induced CPE inhibition; higher % means a stronger effect; in the data active means a potency from the dose series; inconclusive means CPE inhibition mostly from about 23% at the one dose, without a potency; inactive means the rest, 99 in 100 with CPE inhibition below about 21%; further: strong numbers were not always called active
Salmonella PhoP GFP – inhibitors of PhoP regulon expression, primary screen, Salmonella Typhimurium, GFP reporter (AID 1863); S. Typhimurium PhoP-regulated promoter GFP reporter, 4 h; higher % means a stronger effect; inhibition, % at 50 µM; hits with a dose series show IC50 in µM; 300,000 compounds, 0.16% hits;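 active means inhibition over 29.93%, a cutoff 3 SD above the screen mean, later confirmed by dose response; inconclusive means inhibition over 29.93% but no dose response follow-up; inactive means inhibition at most 29.93% or unconfirmed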;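 further: 0% = low Mg2+ inducing control and 100% = high Mg2+ repressing control; strong numbers were not always called active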
SV40 large T antigen – TAg ATPase/helicase activity blockers – biochemical (AID 1903); SV40 large T antigen ATPase/helicase inhibition assay; higher % means a stronger effect; inhibition, % at 20 µM; hits with a dose series show IC50 in µM; 310,000 compounds, 0.39% hits; in the data active means a potency from the dose series; inconclusive means inhibition mostly from about 32% at the one dose, without a potency; inactive means the rest, 99 in 100 with inhibition below about 32%; further: strong numbers were not always called active
WT yeast gro inh mutant strain – second read-out of WT yeast gro inh, no call of its own (marks repeat the call); inhibition, %; mitochondrial fusion phenotypic screen, mutant strain inhibition
b-catenin transl cell count 5 µM – recorded beside b-catenin transl, whose call it bears; cell count; measured here: cell count, cytotoxicity flag
T cell HTS vesicle-bound % – second read-out of T cell HTS, no call of its own (marks repeat the call); double positive events, %; measured here: CD8+ vesicle-bound cell fraction;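 binding gate set so that unloaded-vesicle control wells show 10% double positive cells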
Myeloid diff MLP GFP+ MAC1+ % – recorded beside Myeloid diff MLP, whose call it bears; GFP+ MAC1+ double positive, %; measured here: differentiation confirmed by MAC1 staining
* marks the source's active call; other numbers are inactive results; i = inactive; u = inconclusive; x = not tested or not shown.

SMILES	Myeloid diff MLP	Myeloid diff MLP GFP+ MAC1+ %	T cell HTS	T cell HTS vesicle-bound %	WT yeast gro inh	WT yeast gro inh mutant strain	MgcRacGAP inhibition	West Nile virus CPE	b-catenin transl	b-catenin transl cell count 5 µM	RSV antiviral HEp-2	Salmonella PhoP GFP	SV40 large T antigen
C=CCNC(=O)c1c(Br)cnn1-c1ccc(C)cc1	i	0.1	i	64.5	11.3	1.8	x	0.4%	-2.6	1195	0.4%	0.3%	10.7%
Cc1cc(C)nc(N2CCCC(C(=O)NC(C)CCc3ccco3)C2)n1 (stereo unspecified)	i	9.5	i	31.8	33.9	10.0	3.8%	0.2%	-2.9	1091	2.0%	11.2%	22.9%
COc1ccc(S(=O)(=O)N2CCC3(CC2)OCCN3S(=O)(=O)c2cccs2)cc1OC	i	0.7	i	21.2	x	x	8.2%	x	x	x	1.4%	9.7%	10.5%
COc1cccc(-c2nc(NCCN3CCOCC3)c3ccccc3n2)c1O	i	0.3	i	12.2	-18.4	-15.0	14.7%	-0.3%	1.1	1335	-1.0%	3.4%	10.4%
COC(=O)c1cc(NC(=O)CC2CCCC2)cc(C(=O)OC)c1	i	0.4	i	35.1	x	x	8.2%	-0.3%	x	x	2.9%	6.9%	1.7%
COC(=O)c1ccccc1NS(=O)(=O)c1cn(C)c(=O)n(C)c1=O	i	1.6	i	57.9	-7.2	-3.2	-1.4%	0.0%	2.3	922	2.6%	-8.3%	11.9%
CN(C)Cc1c(C(=O)N/N=C/c2ccoc2)nnn1-c1nonc1N	i	1.0	i	23.2	x	x	7.5%	1.3%	x	x	0.6%	4.8%	10.4%
COc1ccc(-c2nc(NC(=O)CSCCO)sc2C)cc1	i	0.2	i	31.4	14.2	6.7	7.5%	-0.7%	-0.1	1107	7.1%	-9.4%	22.1%
O=C(O)C1CC(=O)N(Cc2ccccc2)C1 (stereo unspecified)	i	2.0	i	20.1	-2.2	-5.3	7.5%	0.0%	x	x	0.9%	-4.2%	-1.0%
C=CCN1c2ccccc2[C@]23C[C@@H](C(=O)OC)N(C(=O)C4CCC4)C2=NC(C(=O)OC)=C(C(=O)OC)[C@H]13	i	2.9	i	25.2	x	x	17.5%	-0.1%	-0.9	1132	-0.3%	1.4%	-0.2%
N#Cc1cnn(-c2ccc(F)cc2)c1N	i	0.6	i	26.3	x	x	8.6%	0.6%	-2.1	1314	-0.6%	-9.7%	14.4%
COCCNC(=O)C(C#N)c1nc2ccccc2nc1N1CCCCCC1 (stereo unspecified)	i	1.0	i	19.5	0.3	-1.7	11.2%	x	-3.3	1465	-0.2%	-3.2%	10.8%
COc1ccc(-c2ccncc2)cc1OC	i	0.9	i	14.0	x	x	11.9%	0.1%	x	x	7.5%	5.4%	4.9%
CC(=O)/C(N=Nc1ccc(-n2ccc(C(F)(F)F)n2)cc1)=C(\C)O	i	0.5	i	29.8	x	x	7.5%	-0.6%	2.0	1240	3.0%	-5.8%	4.0%
O=C(CCn1nnc(-c2cccs2)n1)NC1CCCCC1	i	7.9	i	20.5	-7.7	-5.2	1.6%	-0.1%	-4.2	1073	-0.2%	6.5%	0.7%
C=CCn1c(COc2ccc(F)cc2)nnc1SC(C)C(=O)NCC1CCCO1 (stereo unspecified)	i	1.1	i	34.8	x	x	4.9%	x	x	x	1.4%	x	x
CN1CCN(C(=O)C2=C[C@@H](C3CCCCC3)C[C@@H](OCc3ccc(CO)cc3)O2)CC1	i	1.4	i	43.5	2.9	5.4	4.8%	-0.2%	-0.1	1053	-1.8%	4.4%	2.9%
CN(C)/C=C1\C(=O)NN=C1C(F)(F)F	i	0.3	i	48.3	3.6	-5.2	13.5%	0.1%	-1.4	1036	3.0%	8.6%	6.9%
O=C(CN1CCCC1)N1CCN(c2ccccc2)CC1	i	0.4	i	45.2	9.8	4.9	0.4%	-1.3%	2.0	976	-0.7%	-7.6%	7.5%
Cc1ccc(NC(=O)CSc2ccc(Br)cc2)cc1S(=O)(=O)N1CCOCC1	i	1.2	i	47.1	x	x	6.3%	x	x	x	6.5%	3.6%	-0.2%
O=C(CCNS(=O)(=O)c1ccccc1)NCCSc1ccc(Br)cc1	i	0.6	i	37.7	x	x	2.1%	x	x	x	-0.1%	x	x
CCOc1ccc(N2CC(O)=C(c3nc4ccccc4c(=O)[nH]3)C2=N)cc1	i	0.4	i	57.8	-7.0	7.0	3.7%	-0.4%	3.3	990	2.5%	1.4%	10.6%
COc1cccc(Nc2nc(-c3ccc4c(c3)OCCO4)cs2)c1	i	0.9	i	18.8	48.2	24.6	-6.5%	0.3%	5.4	1399	u	13.8%	1.0%
CC(c1cccs1)N(Cc1ccco1)C(=O)Nc1ccc(Cl)c(Cl)c1 (stereo unspecified)	i	4.4	i	8.5	64.3*	43.1*	0.7%	-0.3%	x	x	12.1%	0.1%	13.4%
O=C(NC1CCCCCCC1)c1c(Cl)cccc1Cl	i	1.6	i	28.6	x	x	3.4%	x	x	x	2.2%	x	14.8%
CCCCCc1ccc(-c2cn(CCc3c[nH]c4ccccc34)nn2)cc1	i	2.6	i	49.7	x	x	8.9%	-0.5%	x	x	-1.0%	x	-4.4%
Cc1ccc(NC(=O)CCN2C(=O)c3ccccc3S2(=O)=O)cc1F	i	0.8	i	42.3	x	x	11.3%	x	x	x	1.2%	13.5%	9.2%
COC(=O)c1nc(NC2=NCCCCC2)n[nH]1	i	0.9	i	11.1	0.6	-4.2	4.6%	-0.5%	-3.0	962	0.3%	5.8%	16.3%
O=C(CSc1nnc(-c2ccco2)o1)NC1CCCCC1	i	4.1	i	30.2	2.6	7.8	-3.8%	0.1%	x	x	0.5%	-1.5%	0.2%
CCNC(=S)N1CCN(S(=O)(=O)/C=C/c2ccccc2)CC1	i	2.0	i	50.8	x	x	1.6%	-0.2%	x	x	1.7%	-7.6%	1.5%
COc1ccc(-c2nnc(SCC(=O)c3ccc(O)cc3O)o2)cc1	i	4.4	i	39.5	x	x	1.4%	0.2%	x	x	-0.5%	-1.5%	10.1%
Cc1cc(C)cc(Oc2ccccc2/C=N\O)c1	i	0.6	i	52.6	12.7	9.4	0.4%	0.1%	1.0	1074	1.9%	0.7%	1.7%
COc1cc(NC(N)=S)c(OC)cc1Cl	i	0.7	i	53.1	x	x	10.5%	-0.2%	0.9	1241	1.2%	-5.4%	7.2%
O=C(Cn1cc(C(=O)c2ccco2)c2ccccc21)NC1CCCC1	i	0.8	i	17.8	7.1	-0.1	3.0%	0.5%	4.0	1391	2.3%	-12.1%	1.4%
C=CCN1C(=NC(=O)CCCC(=O)O)SC2CS(=O)(=O)CC21 (stereo unspecified)	i	0.7	i	22.2	-27.2	-5.0	8.0%	-0.1%	-4.4	1023	1.8%	6.2%	-2.9%
Nc1nc(NCCCN2CCOCC2)nc(Nc2ccc(Cl)cc2)c1[N+](=O)[O-]	i	0.1	i	31.2	x	x	x	0.1%	1.6	1326	x	-8.2%	19.1%
Sc1nnc(-c2ccc(Cl)cc2)n1Cc1ccccc1	i	1.1	i	39.3	x	x	8.8%	x	x	x	0.8%	x	x
Cc1nnc(N/N=C/c2ccc(-c3ccccc3F)o2)n1N	i	0.2	i	43.0	-1.7	-10.2	11.6%	0.4%	-1.7	1135	0.7%	-4.9%	18.9%
CC(C)(C)c1ccc(NC(=O)COC(=O)C2CCCC2)cc1	i	0.4	i	40.5	x	x	6.0%	x	x	x	0.0%	x	x
COc1cc(OC)cc(C(=O)NCC(=O)OCc2csc(-c3ccccc3)n2)c1	i	1.3	i	12.7	5.8	18.3	7.0%	1.6%	1.1	934	2.9%	10.0%	7.6%
c1ccc(CSc2nnc(-c3ccco3)o2)cc1	i	0.4	i	40.9	x	x	0.0%	0.6%	0.8	1399	0.7%	-1.3%	4.3%
Cc1ccccc1NS(=O)(=O)c1ccc2oc(=O)ccc2c1	i	0.3	i	44.3	x	x	5.3%	-0.4%	x	x	-0.3%	-2.9%	11.1%
CCCc1cc(C(=O)Nc2sc(C)c(CC)c2C#N)no1	i	1.8	i	29.2	17.3	-0.6	1.9%	x	-0.4	1070	0.2%	7.6%	2.2%
CCOC(=O)c1ccc(S(=O)(=O)N2CCC(C(=O)OCC)CC2)cc1	i	6.8	i	35.0	-0.1	-1.3	-0.3%	0.6%	-0.3	1471	4.2%	-1.0%	-15.0%
OCC[C@@H]1C[C@H](O)[C@@H](O)[C@@]2(CCCc3ccccc3O2)O1	i	1.5	i	26.2	x	x	7.4%	-0.5%	x	x	-0.3%	1.7%	16.6%
Cc1ccc(S(=O)(=O)N(CC(=O)Nc2ccc(C(N)=O)cc2)C(=O)N2CCN(C)CC2)cc1	i	0.7	i	41.2	x	x	5.3%	x	x	x	1.0%	15.4%	13.4%
CCCn1c(N)c(N(CCOC)C(=O)c2ccc([N+](=O)[O-])c(C)c2)c(=O)[nH]c1=O	i	0.9	i	26.0	x	x	0.8%	-0.2%	x	x	0.4%	-2.4%	8.0%
CCNC(=S)Nc1cc(Cl)ccc1Oc1ccccc1	i	0.4	i	52.5	1.6	11.2	5.9%	0.5%	1.4	497	3.0%	-2.6%	77.6%
CCOC(=O)C(O)(CC(=O)Nc1cc(F)ccc1C)C(F)(F)F (stereo unspecified)	i	0.3	i	25.6	-2.6	-11.5	3.4%	0.2%	-0.9	1101	1.5%	-2.8%	4.2%
COc1ccc(/C=C(\NC(=O)c2ccccc2)C(=O)NCCN2CCOCC2)cc1	u	x	i	18.5	x	x	-4.6%	0.1%	x	x	0.6%	-6.7%	6.1%

Compound activity from PubChem.

Compounds were not picked by outcome; any-hit rate near 3.6%.
